Bioassay records (PubChem)
CHO-K1 Ca PAM: nonselective activator or artifact in parental CHO-K1 calcium assay; hit rate 0.02% among 360,000; ATP EC20, Fluo-8 calcium fluorescence; 0% at ATP EC20, 100% at ATP max; activation, % at 3 µM;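 active = activation above the run cutoff, the mean activation of all test compounds plus 3 SD, cut at about 40% in these data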;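 also: peak over basal fluorescence ratio in a 140 s read after ATP addition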
CHO parental Ca: counter-screen: ATP calcium response change in parental CHO cells. hit rate 0.63% among 330,000. inhibition, % at 5.6 µM. parental CHO-K1, ATP-induced calcium, Fluo-8 fluorescence;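 active = inhibition above that plate's mean sample inhibition plus 3 SD, cut at about 26% in these data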;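 also: 0% = ATP-challenged DMSO wells and 100% = DMSO wells without ATP; some compounds past the cut are filed as inactive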
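Assay system: untransfected parental CHO cell line. Also added: ATP agonist challenge. Dosing: one dose, 5.6 µM nominal. Measured by: Fluo-8 fluorescence. Read-out: % inhibition. Benchmarks: ATP wells versus no-ATP DMSO wells. Repeats: no replicates.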
M1 antag: human CHRM1 antagonism | hit rate 1.3% among 360,000 | inhibition, % at 3 µM | P11229 | AID 588852 | CHO-K1 hM1, Fluo-8 calcium fluorescence, ACh EC80 antagonist;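 active = percent inhibition above its own plate's cutoff, namely the mean of that plate's compound wells plus 3 SD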;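 also: peak over basal fluorescence ratio during 140 s after agonist addition; 0% = ACh EC80 plus DMSO and 100% = DMSO alone without agonist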
Target sequence (P11229 whole entry, looked up): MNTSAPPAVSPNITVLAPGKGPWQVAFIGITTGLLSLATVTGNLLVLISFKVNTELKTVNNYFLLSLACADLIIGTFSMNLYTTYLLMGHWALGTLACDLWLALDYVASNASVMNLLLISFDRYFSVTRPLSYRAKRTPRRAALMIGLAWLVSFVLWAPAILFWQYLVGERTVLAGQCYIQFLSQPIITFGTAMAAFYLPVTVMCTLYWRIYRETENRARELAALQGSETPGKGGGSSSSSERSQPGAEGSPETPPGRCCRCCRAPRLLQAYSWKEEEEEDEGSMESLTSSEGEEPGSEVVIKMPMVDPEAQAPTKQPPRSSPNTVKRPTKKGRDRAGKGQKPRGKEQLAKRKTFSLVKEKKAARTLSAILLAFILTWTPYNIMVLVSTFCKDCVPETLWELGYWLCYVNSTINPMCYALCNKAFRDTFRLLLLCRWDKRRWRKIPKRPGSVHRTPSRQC
TAAR1 antag: human TAAR1 antagonism; Q96RJ0; CHO RD-HGA16 TAAR1, Fluo-8 calcium fluorescence, antagonist; inhibition, % at 3 µM; hit rate 1.5% among 360,000; AID 624466;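 active = inhibition above a per-plate cutoff, the mean inhibition of test compounds on that plate plus 3 SD, cut at about 49% in these data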;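 also: 0% = DMSO plus EC80 beta-PEA response and 100% = DMSO alone without agonist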
Target sequence (Q96RJ0 whole entry, looked up): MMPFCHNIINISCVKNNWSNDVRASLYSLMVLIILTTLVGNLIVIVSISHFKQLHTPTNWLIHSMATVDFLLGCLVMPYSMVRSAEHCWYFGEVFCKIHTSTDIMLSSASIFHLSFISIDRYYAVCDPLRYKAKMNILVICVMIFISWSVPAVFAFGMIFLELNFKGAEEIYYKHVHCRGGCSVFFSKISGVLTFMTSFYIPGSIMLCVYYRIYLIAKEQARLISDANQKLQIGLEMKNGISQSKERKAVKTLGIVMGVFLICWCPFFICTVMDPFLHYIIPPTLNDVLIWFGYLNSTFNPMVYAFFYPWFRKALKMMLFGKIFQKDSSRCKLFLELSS
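System: RD-HGA16 CHO cells with stable hTAAR1 and Gα16 | Probe or stimulus: EC80 β-phenethylamine stimulus | Dosing: 3 µM, single point | Times: Dye loading 75 min at 37 °C, then 30 min room temperature | Measured by: Fluo-8 calcium-sensitive fluorescence | Read-out basis: % inhibition of agonist calcium response | Replicates: n of 1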
M1 ag: agonists of human M1 muscarinic receptor; P11229; CHO-K1 hM1, Fluo-8 calcium fluorescence, agonist mode; 0% DMSO, 100% acetylcholine EC100; activation, % at 3 µM; hit rate 0.33% among 360,000;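 active = activation above the run's mean compound activation plus 3 SD, cut at about 16% in these data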;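 also: peak over basal fluorescence ratio within a 140 s kinetic read after compound addition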
TAAR1 ag: human TAAR1 agonism; activation, % at 3 µM; AID 624467; CHO RD-HGA16 TAAR1, Fluo-8 calcium fluorescence; vehicle wells 0%, saturating PEA agonist 100%; hit rate 0.99% among 360,000; Q96RJ0;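 active = activation above the mean activation of all test compounds in the run plus 3 SD, cut at about 38% in these data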
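Test system: RD-HGA16 (CHO) cells co-expressing Gα16 and hTAAR1; dosing: one-point dosing at 3 µM (nominal); timing: 17-24 h seeding, 75 min 37 °C dye, 30 min RT; signal: kinetic Fluo-8 calcium fluorescence; read-out basis: % activation relative to PEA EC100 response; controls: DMSO and PEA EC100; replicates: n 1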
CHO-K1 Ca antag: counter-screen for M1 antagonists: effect in parental CHO-K1 cells; ATP-induced calcium, Fluo-8 fluorescence; inhibition, % at 3 µM; hit rate 0.6% among 360,000; AID 602250;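 active = inhibition above a per-plate cutoff, the plate's mean sample inhibition plus 3 SD, cut at about 24% in these data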;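 also: 0% = DMSO plus EC80 ATP and 100% = DMSO alone without ATP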
OXTR potentiate: human OXTR potentiation; activation, % at 3 µM; hit rate 0.061% among 320,000; CHO-OTR cells, Fluo-8 calcium fluorescence, potentiator mode; 0% = oxytocin EC15, 100% = EC100;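 active = activation above that plate's cutoff, the mean activation of tested compounds plus 3 SD, cut at about 6.6% in these data, passing the limit was not always enough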;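 also: 100% uses oxytocin at 75 nM as the full agonist control; some results filed as inactive read as strong as hits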
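Assay system: CHO cell line stably expressing human OTR | Also added: Oxytocin at about EC15, sub-maximal agonist stimulus | Times: Compound 6 min at room temperature before oxytocin, 100 s read | Measured by: Fluo-8 intracellular calcium fluorescence, ex 470-495, em 515-575 nm | Controls: EC15 oxytocin alone as 0%, 75 nM oxytocin as 100%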
M1 ag parental: counter-screen for M1 agonists: effect in parental CHO-K1 cells. AID 602248. Fluo-8 calcium fluorescence; scaled to maximal ATP response, vehicle zero. activation, % at 3 µM. hit rate 0.48% among 360,000; in the data active = activation above about 15%;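 also: untransfected CHO-K1 host cells lacking M1 receptor as counterscreen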
* marks the source's active call; other numbers are inactive results; nt = not tested or not shown.

SMILES	CHO-K1 Ca PAM	CHO parental Ca	M1 antag	TAAR1 antag	M1 ag	TAAR1 ag	CHO-K1 Ca antag	OXTR potentiate	M1 ag parental
CCN(CC(=O)N1CCOCC1)S(=O)(=O)c1ccc(Cl)cc1	11	-1	-5	0	-2	0	-10	1	0.8
O=C(/C=C/c1ccc(Br)cc1)c1ccco1	4	-11	-1	1	-6	-1	1	1	0.7
O=C(N/N=C/c1ccc([N+](=O)[O-])o1)c1ccccc1-n1cccc1	14	-8	4	-12	0	6	-14	-5	0.0
CCCCOc1ccc(C2NC(=O)NC(C)=C2C(C)=O)cc1OCC (stereo not given)	14	-5	-9	-14	-9	-2	-2	-6	-0.2
O=C1CCCCC1Sc1ccc(Cl)cc1[N+](=O)[O-] (stereo not given)	-13	-13	-8	-6	-7	-2	14	-9	-0.2
O=C(NC(=S)Nc1ccc([N+](=O)[O-])cc1O)C1CCCCC1	16	6	-13	19	-1	2	8	-9	0.0
O=[N+]([O-])c1ccc(C=NNC(=S)Nc2ccc(F)cc2)cc1	13	nt	-9	-15	-1	1	-11	nt	1.0
O=C(Nc1nonc1-c1ccc(Cl)cc1)c1ccco1	-15	-13	-4	-25	-3	-2	-1	-7	-0.5
CCOc1ccccc1NC(=S)N1CCN(c2nc(-c3ccc(F)cc3)cs2)CC1	16	-15	-5	-8	-5	10	-14	-6	0.2
COc1ccc2cc(C(=O)C3CCCN(C(=O)c4cc5nc(C)cc(C)n5n4)C3)ccc2c1 (stereo not given)	8	-15	2	-2	-3	2	-12	-5	0.4
O=c1nc2sc3ccccc3n2c(=O)n1-c1ccc(Cl)cc1	-13	3	5	10	-3	8	-7	-8	3.0
CCc1ccc(C(C)NC(=O)c2ccc(F)cc2)cc1 (stereo not given)	4	-2	-16	-1	-5	14	1	0	0.3
CCOC(=O)C1(Cc2cccc(OC)c2)CCN(C(C)COC)CC1 (stereo not given)	8	-10	-8	3	-10	7	6	1	0.7
COc1ccc(CNC(=O)CSc2nc3ccc(C)cc3[nH]2)cc1OC	-15	-22	1	-23	-3	0	-7	-4	0.6
Cc1ccc(C2(C)NC(=O)N(CC(=O)N3CCN(S(=O)(=O)c4cccc([N+](=O)[O-])c4)CC3)C2=O)cc1 (stereo not given)	-7	-15	-3	9	-4	1	-10	-2	0.0

Brought forward from above: 2 entries; new compounds follow.
SMILES	CHO-K1 Ca PAM	CHO parental Ca	M1 antag	TAAR1 antag	M1 ag	TAAR1 ag	CHO-K1 Ca antag	OXTR potentiate	M1 ag parental
COc1ccc(CNC(=O)CSc2nc3ccc(C)cc3[nH]2)cc1OC	-15	-22	1	-23	-3	0	-7	-4	0.6
Cc1ccc(C2(C)NC(=O)N(CC(=O)N3CCN(S(=O)(=O)c4cccc([N+](=O)[O-])c4)CC3)C2=O)cc1 (stereo not given)	-7	-15	-3	9	-4	1	-10	-2	0.0
Cc1ccc2c(c1)c(C)c(C)n2CC(O)Cn1nc(C)cc1C (stereo not given)	13	-23	3	1	0	1	-3	-14	0.6
Cc1ccc(-c2ccc(=O)n(CC(=O)NCCN(CC(C)C)CC(C)C)n2)cc1	-11	-18	-16	-12	-1	4	-3	6	-1.4
CCOC(=O)CCSc1nnc(-c2cccnc2)n1-c1ccccc1OC	25	-8	-15	4	-2	8	-16	-9	0.9
CCCCc1cc(=O)oc2c(C)c(OCC(=O)N3CCCC3)ccc12	-22	-7	-6	-4	0	2	11	-7	0.2
CC1CCC2(CC1)NC(=O)N(Cc1nc(-c3ccccc3)no1)C2=O (stereo not given)	9	-8	-24	-3	0	2	-4	-6	0.6
CSc1nncc(-c2ccccc2)n1	-13	-10	-6	-2	-5	-1	-9	-16	0.2
Nc1cc(N)nc(SCC(=O)Nc2cccc(S(=O)(=O)N3CCCCC3)c2)n1	-21	-9	13	10	-2	0	3	-5	-0.1
COC(=O)[C@@]1(Cc2ccc(OC)cc2)[C@H]2c3cc(C(=O)N4CCCC4)n(Cc4ccc(OC(F)(F)F)cc4)c3C[C@H]2CN1C(=O)c1ccccc1	23	nt	nt	-23	nt	0	-28	nt	1.9
CC(C)CC(=O)Nc1ccc2c3c(cccc13)CC2	15	-14	-2	13	-12	1	-8	8	-0.7
CN(C)c1ccc(/C=N/NC(=O)C(=O)N2CCCCCC2)cc1	-4	-13	1	14	-1	-2	-8	-5	0.1
CCC(=O)Nc1ccc(-c2ccc(NC(=O)CC)c(OC)c2)cc1OC	2	-9	0	-16	-5	5	-18	0	-0.1
CCCOc1ccc(C(=O)NCCC(=O)NCCCC(=O)O)cc1	10	-9	-19	-13	-1	1	-9	-4	0.5
Cc1ccc(Oc2nc3ccccc3n3c(C)nnc23)cc1	24	-12	14	0	-3	16	-13	0	0.5
Cc1ccc(O)c(C(=O)c2cnn(C(=O)COc3ccc(Cl)cc3)c2)c1	7	4	5	5	-6	1	-8	-5	0.1
CC1(C)CC(=O)C=C(Nc2ccc(F)cc2)C1	4	-2	-11	18	-3	0	-17	-2	0.0
COc1cccc(OC)c1NC(=O)c1nc2c(nnn2Cc2ccccc2Cl)c(=O)[nH]1	-13	-15	3	-4	-3	4	-2	-3	0.2
O=C(CCNC(=O)c1ccco1)NCCc1ccc(Cl)cc1	-3	nt	-15	-13	0	2	12	nt	-0.3
CC1CCN(CCCn2c(=S)[nH]c3c(sc4ccc([N+](=O)[O-])cc43)c2=O)CC1	10	-14	-5	-43	-8	0	-20	-1	-0.1
CC(=O)/C(=N/Nc1cccc(C)c1)N1CCOCC1	21	-10	-8	-1	-3	3	-17	-10	0.5
CCC(=O)Nc1ccc(Br)c(Cl)c1	16	0	-3	13	-2	2	-10	-8	1.8
O=C(c1ccc(Cl)cc1)N1CCn2c1nc1ccccc12	16	-4	-27	-12	-4	-1	-11	-6	0.7
Cc1nn(-c2ccc(F)cc2)c(Cl)c1/C=C1\C(=O)Nc2ccccc21	21	-13	2	33	-4	15	-7	-12	0.5
COCC(=O)Nc1c(C(=O)Nc2ccc3c(c2)OCCO3)oc2ccccc12	21	-22	9	27	-5	1	-14	-4	1.5
c1ccc(N2CCN(c3nc4cc5c(cc4s3)OCCO5)CC2)cc1	3	-10	-12	-10	-3	12	3	-4	0.3
Cc1ccc(N(C(=O)c2ccc(S(=O)(=O)N(C)C)cc2)C2C=CS(=O)(=O)C2)cc1 (stereo not given)	-2	-5	-7	8	-5	2	3	2	0.5
Cc1ccc(S(=O)(=O)Nc2nc3cc(C)c(C)cc3[nH]2)cc1	17	-19	-6	11	-9	5	-7	-11	1.9
O=c1nc(-c2ccccc2Cl)c2cc(F)ccc2[nH]1	2	4	-12	-2	3	6	2	-9	0.8
O=C(CSc1nnc(CN2CCOCC2)n1-c1ccc(Cl)cc1)N1CCc2ccccc21	17	-18	-9	1	-5	7	-3	-8	3.2
COCCn1c(C)cc(C(=O)COC(=O)c2ccc([N+](=O)[O-])o2)c1C	10	1	-6	-4	-5	3	-17	-9	0.3
Cn1c(SCC(=O)N2CCCc3ccccc32)nnc1-c1c[nH]c2ccccc12	12	-11	-3	2	-2	10	-9	-6	0.8
COc1ccc(NC(=O)C2CCN(Cc3cnn(-c4ccccc4)c3-n3cccc3)CC2)cc1OC	17	-8	-2	-23	-4	3	-5	-5	-0.3
CC(NC(=O)C1CCN(c2nnc(-n3cccc3)s2)CC1)C12CC3CC(CC(C3)C1)C2 (stereo not given)	20	-9	-14	-10	-3	-1	-14	-23	0.5
CC1CCCC(NC(=O)Nc2cccs2)C1C (stereo not given)	13	-15	-8	-6	-2	15	-15	-10	3.0
COc1ccc(N(CC(=O)Nc2cccc(C)c2)S(=O)(=O)c2c(C)noc2C)cc1	1	-23	9	-10	-4	-2	-16	-8	6.0
Cc1ccc(C(=O)N[C@@H](C)CN2C3=NC[C@H](C(C)C)N3C[C@H]2Cc2ccc(O)cc2)cc1Br	16	-15	9	15	-13	0	-12	-3	0.0
O=c1c2ccccc2nc(-c2ccco2)n1/N=C/c1ccccc1O	14	-15	-10	41	-3	19	-1	-8	0.5
COc1ccccc1NC(=O)C1=C(C)Nc2nc(-c3ccc(N(C)C)cc3)nn2C1c1ccncc1 (stereo not given)	2	-4	-5	-6	-4	16	-10	-6	1.0
OCC1(Cc2ccc(Cl)cc2)CCN(CCCc2ccccc2)CC1	-9	-14	27	-3	-11	15	2	-12	2.1
O=[N+]([O-])c1ccc(-c2nc(-c3ccncc3)no2)cc1	-1	-18	-15	-16	-1	2	-2	-1	0.8
CCn1c(C(C)NC(C)=O)nc2ccccc21 (stereo not given)	14	2	-13	-18	-3	1	-8	-1	0.8
CCc1nnc(NC(=O)CN2CCN(c3ccccc3F)CC2)s1	8	1	-2	-8	-6	1	2	-6	0.1
CCCCN(Cc1ccco1)S(=O)(=O)c1c[nH]c(C(=O)OC)c1	9	-1	-13	4	-2	1	-16	-9	0.6
COCCNC(=O)CN1CCC(n2c(C)nc3cc(C(F)(F)F)ccc32)CC1	7	-24	-7	-5	-3	0	-9	-15	0.1
Cc1ccc(S(=O)(=O)CC(N)=O)cc1	8	70*	-32	-7	-1	8	1	-1	-0.2
Cn1c(SCc2ccc(C(=O)Nc3nccs3)cc2)nnc1-c1ccccc1	-3	-25	-15	18	-4	11	3	1	0.2
CCc1ccc(Nc2n[n+](-c3ccccc3)c(-c3c(Cl)cccc3Cl)s2)cc1	-3	93*	49*	92*	19*	59*	8	-20	21*
Cc1cccc(C)c1NC(=O)CN1CCN(C/C=C/c2ccccc2)CC1	18	nt	-17	-12	-5	3	-13	nt	2.8
Cc1ccc(C(CCNC(C)c2cccs2)c2ccco2)cc1 (stereo not given)	11	-15	17	-17	-4	5	-7	-5	5.3
OCCC1CN(Cc2cccc(-c3ccco3)c2)CCN1Cc1ccsc1 (stereo not given)	-8	-21	-1	2	-12	8	8	-1	2.4
COc1ccc2nc(SCC(=O)c3c(N)n(C4CC4)c(=O)[nH]c3=O)[nH]c2c1	-20	-3	-9	-6	-1	5	8	-10	-0.3
CCCCn1c(N)c(N(CC(C)C)C(=O)c2cc(-c3ccco3)nc3ccccc23)c(=O)[nH]c1=O	-9	-16	-8	-5	-2	0	-3	-4	0.9
COc1ccc(N2CCN(C(=O)c3cc4c(s3)-c3ccccc3OC4)CC2)cc1	25	0	-25	2	0	0	-16	-1	0.4
